Bioassay records as filed in PubChem.
KAT2A inh – qHTS Assay for Inhibitors of GCN5L2; Histone acetyltransferase KAT2A (Homo sapiens), Q92830; GCN5L2 HAT assay, ThioGlo1 CoA-SH fluorescence; Potency, µM (top dose mostly 58.9 µM), for the others: at the highest dose activity change, negative = inhibition, hits mostly inhibitors; actives 0.21% (n = 390,000); AID 504327, 2011
Target sequence (Q92830 whole entry, looked up): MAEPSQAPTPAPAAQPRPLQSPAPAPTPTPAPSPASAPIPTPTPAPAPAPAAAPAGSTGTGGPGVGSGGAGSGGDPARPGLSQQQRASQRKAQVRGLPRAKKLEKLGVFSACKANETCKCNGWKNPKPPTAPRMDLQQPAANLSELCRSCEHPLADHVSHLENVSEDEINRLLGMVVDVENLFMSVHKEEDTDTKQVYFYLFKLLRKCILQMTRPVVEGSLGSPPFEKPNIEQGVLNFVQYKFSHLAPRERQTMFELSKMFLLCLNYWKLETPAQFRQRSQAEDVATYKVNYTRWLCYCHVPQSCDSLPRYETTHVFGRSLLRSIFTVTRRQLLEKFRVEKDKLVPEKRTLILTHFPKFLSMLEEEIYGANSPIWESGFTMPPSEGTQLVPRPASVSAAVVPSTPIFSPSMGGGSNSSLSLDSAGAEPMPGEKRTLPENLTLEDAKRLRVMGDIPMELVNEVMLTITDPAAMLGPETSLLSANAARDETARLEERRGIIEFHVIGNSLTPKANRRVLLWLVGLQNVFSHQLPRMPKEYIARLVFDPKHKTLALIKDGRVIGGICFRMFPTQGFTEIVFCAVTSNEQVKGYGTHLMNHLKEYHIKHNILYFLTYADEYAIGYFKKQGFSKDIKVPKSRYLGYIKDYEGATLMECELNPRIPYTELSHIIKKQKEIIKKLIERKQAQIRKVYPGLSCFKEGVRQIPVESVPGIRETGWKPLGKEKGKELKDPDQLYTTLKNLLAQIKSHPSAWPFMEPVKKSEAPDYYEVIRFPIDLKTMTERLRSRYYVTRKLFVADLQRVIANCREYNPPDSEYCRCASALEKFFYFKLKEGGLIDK
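GCN5L2 (20nM final) in 50mM HEPES, 0.1mM EDTA pH 7.5, 0.01% Tween-20 was preincubated 15 min at room temperature with compound, then given ThioGlo1 (50uM), H3(1-25) peptide (75uM) and acetyl-CoA (70uM); CoA-thiol fluorescence (Ex340/Em540) was read at 0 and 20 min.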
TDP1 cell noCPT – qHTS for Inhibitors of human tyrosyl-DNA phosphodiesterase 1 (TDP1): qHTS in cells in absence of CPT. DT40 Tdp1-/- hTDP1 cells, no CPT, ATP luminescence, 48 h. Potency, µM (doses to about 46.2 µM), without a hit: top-dose activity change, negative = growth inhibition, most hits filed as inhibitors. actives 15% (n = 420,000). AID 686978, 2013; note: nearly all actives have a fitted effect of over 55% in size
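Growth of hTDP1-complemented DT40 Tdp1-knockout cells is measured by ATP luminescence after at least 48 hr compound exposure at 37 °C, with DMSO substituting for the 20 nM CPT used in the parallel screen.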
TDP1 cell CPT – qHTS for Inhibitors of human tyrosyl-DNA phosphodiesterase 1 (TDP1): qHTS in cells in presence of CPT | actives 12% (n = 420,000) | Potency, µM (highest dose often 46.2 µM), inactives show at the highest dose activity change, negative = growth inhibition, most hits filed as inhibitors | AID 686979, 2013 | chicken DT40 Tdp1-/-;hTDP1 cells + 20 nM CPT, ATP luminescence, 48 h; note: nearly all actives have a fitted effect of over 55% in size
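Cell growth measured by CellTiter-Glo luminescence after a minimum 48 h, 37 C compound exposure with 20 nM CPT in Tdp1-knockout DT40 cells stably expressing hTDP1, seeded 400/well; qHTS titration format.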
The depositor's hits bear a star; & = joins results of further samples. Calls come from the whole dose curve; as a rule, active = well fitted curve in the direction sought with a large enough effect; inconclusive = small, poorly fitted or top-dose-only effect, or another doubt; inactive = no such curve, though single readings can be large; an effect the other way counts as inactive or inconclusive. % is set by controls: 0 for no effect and ±100 for the full control effect; potency is the fitted concentration of half-maximal effect. Only part of the results is shown (hit frequency here may not be typical).

Results for CC1=C(C(=O)N(C)C)CC(CC(=O)NCCCN(C)C)C(=O)N1Cc1ccc(F)cc1 (stereo unspecified) ?
TDP1 cell noCPT: 4%; TDP1 cell CPT: -5%

Results for Cc1ccc(Nc2ccc([N+](=O)[O-])ccc2=O)cc1 ?
TDP1 cell noCPT: 0%; TDP1 cell CPT: 9%

Results for O=C(c1ccccc1)N1c2ncnn2C2(CCCCC2)[C@@H]2CCCC[C@@H]21 ?
KAT2A inh: -7%; TDP1 cell noCPT: inconclusive; TDP1 cell CPT: inconclusive

What do the screens show for `Cc1cc(C)c(NC(=O)CN2C(=O)NC3(CCCc4ccccc43)C2=O)c(Cl)c1` (stereo unspecified)?
KAT2A inh: -11%; TDP1 cell noCPT: 18µM*; TDP1 cell CPT: inconclusive

Results for Cc1ccc(C(=O)NC(=S)Nc2ccc3[nH]c(=O)[nH]c3c2)c(C)c1 ?
KAT2A inh: -4%; TDP1 cell noCPT: 3%; TDP1 cell CPT: -1%

What do the screens show for `NS(=O)(=O)c1cccc(NC(=O)COC(=O)C2CCCCC2)c1`?
KAT2A inh: -2%; TDP1 cell noCPT: 1%; TDP1 cell CPT: 1%

What do the screens show for `Cc1ccc(NC2=C(Cl)C(=O)OC2OC(C)C)c(C)c1` (stereo unspecified)?
KAT2A inh: 1%; TDP1 cell noCPT: inconclusive; TDP1 cell CPT: inconclusive

What do the screens show for `CS(=O)(=O)c1ccccc1C(=O)N(CCC1=CCCCC1)c1c(N)n(Cc2ccccc2)c(=O)[nH]c1=O`?
KAT2A inh: -4%; TDP1 cell noCPT: inconclusive; TDP1 cell CPT: 29µM*

How did COc1cccc(CN2CCC(n3cc(C(=O)N4CCCCC4)nn3)CC2)c1OC do in these assays?
TDP1 cell noCPT: -10%; TDP1 cell CPT: 3%

How did CCC(=O)NC(NC(=S)Nc1cccc2cccnc12)C(Cl)(Cl)Cl (stereo unspecified) do in these assays?
KAT2A inh: -6%; TDP1 cell noCPT: 15µM*; TDP1 cell CPT: 18µM*

How did OCC1(Cc2ccccc2)CCN(Cc2cc3ccccc3o2)CC1 do in these assays?
KAT2A inh: 3%; TDP1 cell noCPT: inconclusive; TDP1 cell CPT: inconclusive

Results for COc1ccc(/C=C/C(=O)OCC(=O)Nc2ccc3[nH]c(=O)[nH]c3c2)cc1OC ?
KAT2A inh: -25%; TDP1 cell noCPT: 5%; TDP1 cell CPT: 7%

Results for CCOC(=O)C1=C(COC(=O)c2cc([N+](=O)[O-])ccc2Cl)NC(=O)NC1C (stereo unspecified) ?
TDP1 cell noCPT: inconclusive; TDP1 cell CPT: -10%

Results for CN(C(=O)COC(=O)c1ccccc1Cc1ccccc1)C1CCS(=O)(=O)C1 (stereo unspecified) ?
KAT2A inh: -1%; TDP1 cell noCPT: 21%; TDP1 cell CPT: -18%

What do the screens show for `O=C1Nc2ccc(Br)cc2C12NNc1ccccc1O2` (stereo unspecified)?
KAT2A inh: -13%; TDP1 cell noCPT: 18µM*; TDP1 cell CPT: inconclusive

Results for Cc1ccc(C)c(C2C(C#N)=C(N)Oc3cc(C)oc(=O)c32)c1 (stereo unspecified) ?
KAT2A inh: -3%; TDP1 cell noCPT: -3%; TDP1 cell CPT: 0%

How did O=C(C1=C[C@H](c2csc3ccccc23)C[C@H](OCCCCO)O1)N1CCOCC1 do in these assays?
KAT2A inh: -6%; TDP1 cell noCPT: 7%; TDP1 cell CPT: -5%

What do the screens show for `COc1cc2c(c(OCC(=O)NC(C)C)c1)C(=O)O[C@@H](C)CCCC(=O)CCCCC2`?
KAT2A inh: 39%; TDP1 cell noCPT: inconclusive; TDP1 cell CPT: inconclusive

How did CC(C)[N+](C)(CCOC(=O)C1c2ccccc2Oc2ccccc21)C(C)C do in these assays?
KAT2A inh: -10%&-1%&-6%; TDP1 cell noCPT: -22%&-13%; TDP1 cell CPT: -10%&-22%

How did O=C(CCCCCNc1nc(=S)[nH]c2ccccc12)NCCC1=CCCCC1 do in these assays?
KAT2A inh: 3%; TDP1 cell noCPT: -28%; TDP1 cell CPT: -15%

What do the screens show for `CN(C)c1cc[n+](CCC(=O)Nc2cccc([N+](=O)[O-])c2N)cc1`?
KAT2A inh: -4%; TDP1 cell noCPT: 2%; TDP1 cell CPT: 9%

How did COc1cccc(NC(=O)N2CCC(NC(=O)C(Cc3cccc(C)c3)NC(C)=O)CC2)c1 (stereo unspecified) do in these assays?
KAT2A inh: -8%; TDP1 cell noCPT: 20%; TDP1 cell CPT: -14%

How did CCC(=O)N(CCN1CCOCC1)Cc1cc2cc3c(cc2nc1Cl)OCO3 do in these assays?
KAT2A inh: -1%; TDP1 cell noCPT: 29%; TDP1 cell CPT: -10%

How did CCCCNC(=S)N(C)/N=C/c1ccc(OCC(=O)Nc2c(C)cc(C)cc2C)c(OC)c1 do in these assays?
KAT2A inh: 1%; TDP1 cell noCPT: 8.2µM*; TDP1 cell CPT: 13µM*

How did COC(=O)CC1Oc2ccccc2-n2cc(-c3ccccc3)nc21 (stereo unspecified) do in these assays?
KAT2A inh: 2%; TDP1 cell noCPT: 21µM*; TDP1 cell CPT: 15µM*

Results for Nc1ccc(N=Nc2ccc(O)cc2)c(N)n1 ?
TDP1 cell noCPT: 15µM*; TDP1 cell CPT: 21µM*

How did COc1ccc(-c2noc(-c3ccc4c(c3)OCO4)n2)cc1 do in these assays?
KAT2A inh: 2%; TDP1 cell noCPT: -11%; TDP1 cell CPT: -10%

How did Cc1cc(NC(=O)CSc2nc(C)c(C)n2CC(C)C)no1 do in these assays?
KAT2A inh: -3%; TDP1 cell noCPT: inconclusive; TDP1 cell CPT: -25%

What do the screens show for `CCC(=O)N1CCN(c2ccccc2NC(=O)COc2ccccc2Cl)CC1`?
KAT2A inh: -2%; TDP1 cell noCPT: inconclusive; TDP1 cell CPT: 23µM*

How did Cc1cc(-c2n[nH]c(=S)n2/N=C/c2ccccc2[N+](=O)[O-])n[nH]1 do in these assays?
KAT2A inh: -5%; TDP1 cell noCPT: -1%; TDP1 cell CPT: 5%

What do the screens show for `Cn1nc(C(F)(F)F)c(C(=O)Nc2ccc(F)cc2F)c1Sc1ccc(Cl)cc1`?
KAT2A inh: -9%; TDP1 cell noCPT: -29%; TDP1 cell CPT: -24%

Results for Cc1c(NC(=O)C(C)OC(=O)Cc2ccc(F)cc2)c(=O)n(-c2ccccc2)n1C (stereo unspecified) ?
KAT2A inh: -4%; TDP1 cell noCPT: 12%; TDP1 cell CPT: 7%

How did Cc1ccc(S(=O)(=O)N2CCC(C(=O)NNS(=O)(=O)c3ccc(Cl)cc3)CC2)cc1 do in these assays?
KAT2A inh: -4%; TDP1 cell noCPT: 1%; TDP1 cell CPT: -10%

Results for Cc1ccc(S(=O)(=O)NCCC(=O)NCc2ccccn2)cc1 ?
KAT2A inh: 3%; TDP1 cell noCPT: -15%; TDP1 cell CPT: 9%

How did CCCC(=O)Nc1nn(CC)c2nc3ccc(C)cc3cc12 do in these assays?
KAT2A inh: 4%; TDP1 cell noCPT: inconclusive; TDP1 cell CPT: -27%

What do the screens show for `CC1Cc2ccccc2N1C(=O)c1cccnc1` (stereo unspecified)?
KAT2A inh: 2%; TDP1 cell noCPT: 3%; TDP1 cell CPT: -16%

Results for O=S1(=O)C=CC(Sc2nc3ccccc3[nH]2)C1 (stereo unspecified) ?
KAT2A inh: -3%; TDP1 cell noCPT: 21µM*; TDP1 cell CPT: 13µM*

What do the screens show for `CC(=O)Nc1ccc(NC(=O)C(=O)N/N=C/c2cccnc2)cc1`?
KAT2A inh: -5%; TDP1 cell noCPT: 1%; TDP1 cell CPT: -1%

How did COc1ccc(C(CNC(=O)c2cccc(S(=O)(=O)N3CCCC(C)C3)c2)N(C)C)cc1 (stereo unspecified) do in these assays?
KAT2A inh: 1%; TDP1 cell noCPT: -23%; TDP1 cell CPT: inconclusive

Results for C#CCOc1c(Cl)cc(/C=C2/C(=O)ON=C2C)cc1OCC ?
KAT2A inh: -8%; TDP1 cell noCPT: inconclusive; TDP1 cell CPT: inconclusive

Results for C=C(C)CSc1nnc(-c2ccccc2)n1N ?
TDP1 cell noCPT: 5%; TDP1 cell CPT: 9%

How did C/C(=N\NC(=O)c1ccncc1)c1ccc(NC(=O)c2ccc(Cl)cc2)cc1 do in these assays?
KAT2A inh: -1%; TDP1 cell noCPT: 2%; TDP1 cell CPT: 7%

Results for Cc1c(Cl)c([N+](=O)[O-])nn1CC(=O)NCc1ccc(Cl)cc1 ?
KAT2A inh: -3%; TDP1 cell noCPT: 1%; TDP1 cell CPT: 6%

How did Cn1c(CO)c(-c2ccccc2)c2cc([N+](=O)[O-])ccc21 do in these assays?
KAT2A inh: 1%; TDP1 cell noCPT: inconclusive; TDP1 cell CPT: -19%

What do the screens show for `O=C(COc1ccccc1/C=C1\SC(=O)NC1=O)Nc1ccc(F)cc1`?
KAT2A inh: -7%; TDP1 cell noCPT: -22%; TDP1 cell CPT: 19%

How did CCCCn1c(N)c(N(CCOC)C(=O)c2ccc(N3CCCC3=O)cc2)c(=O)[nH]c1=O do in these assays?
KAT2A inh: 0%; TDP1 cell noCPT: 9%; TDP1 cell CPT: 4%

What do the screens show for `CCC(C)c1c(O)nc(SCC(=O)N2CCCCCC2)[nH]c1=O` (stereo unspecified)?
KAT2A inh: -8%; TDP1 cell noCPT: -14%; TDP1 cell CPT: 8%

Results for COc1cc2c(cc1OC)C(C)N(C(=O)Cc1ccc(C(F)(F)F)cc1)CC2 (stereo unspecified) ?
KAT2A inh: -1%; TDP1 cell noCPT: inconclusive; TDP1 cell CPT: inconclusive

In the list so far, 2 contain a CF3 group:
What do the screens show for `Cn1nc(C(F)(F)F)c(C(=O)Nc2ccc(F)cc2F)c1Sc1ccc(Cl)cc1`?
KAT2A inh: -9%; TDP1 cell noCPT: -29%; TDP1 cell CPT: -24%

Results for COc1cc2c(cc1OC)C(C)N(C(=O)Cc1ccc(C(F)(F)F)cc1)CC2 (stereo unspecified) ?
KAT2A inh: -1%; TDP1 cell noCPT: inconclusive; TDP1 cell CPT: inconclusive

Back to the main list; the three compounds before the break are reprinted first.
How did CCCCn1c(N)c(N(CCOC)C(=O)c2ccc(N3CCCC3=O)cc2)c(=O)[nH]c1=O do in these assays?
KAT2A inh: 0%; TDP1 cell noCPT: 9%; TDP1 cell CPT: 4%

What do the screens show for `CCC(C)c1c(O)nc(SCC(=O)N2CCCCCC2)[nH]c1=O` (stereo unspecified)?
KAT2A inh: -8%; TDP1 cell noCPT: -14%; TDP1 cell CPT: 8%

Results for COc1cc2c(cc1OC)C(C)N(C(=O)Cc1ccc(C(F)(F)F)cc1)CC2 (stereo unspecified) ?
KAT2A inh: -1%; TDP1 cell noCPT: inconclusive; TDP1 cell CPT: inconclusive

Results for COc1cccc(C(c2sc3nc(-c4ccco4)nn3c2O)N2CCN(c3ccccc3F)CC2)c1 (stereo unspecified) ?
KAT2A inh: -22%; TDP1 cell noCPT: -23%; TDP1 cell CPT: -24%

How did O=C1C(c2ccc(F)cc2)N(Cc2ccc3c(c2)OCO3)C(=O)CN1C1CCCCC1 (stereo unspecified) do in these assays?
KAT2A inh: -1%; TDP1 cell noCPT: -24%; TDP1 cell CPT: inconclusive

How did Fc1ccccc1N1CCN(Cc2cccnc2)CC1 do in these assays?
KAT2A inh: 0%; TDP1 cell noCPT: -8%; TDP1 cell CPT: 5%

How did O=C(O)C1=CCC=CC1C(=O)O (stereo unspecified) do in these assays?
TDP1 cell noCPT: 0%; TDP1 cell CPT: -8%

How did Cc1ccc(OCCCn2c(CCNC(=O)C3CCCCC3)nc3ccccc32)c(C)c1 do in these assays?
KAT2A inh: -1%; TDP1 cell noCPT: inconclusive; TDP1 cell CPT: inconclusive
